# Compound activity as filed in PubChem BioAssay.
# F508del corr: correctors of CFTR F508del function in bronchial epithelial cells; 350,000 compounds, 0.36% hits; activity (quench increase), % at 7.58 µM; CFBE cells, YFP halide quenching; stimulated with forskolin plus potentiator P3; % fluorescence drop versus neutral controls;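 active = mean added fluorescence quench of at least 8% versus neutral control, with both replicates also reaching 8%; inconclusive = only one of the mean or replicate conditions met; inactive = mean below 8% and not both replicates reaching 8%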;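 also: cells transiently co-express mutant CFTR-F508del with the halide-sensitive YFP; corrector assay measuring rescue of mutant channel to the surface after 24 h compound exposure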
# SIRT5 inh: sirtuin-5 (human) deacylase inhibition; inhibition, % at 15 µM; AID 652115; Q9NXA8; 330,000 compounds, 1.1% hits; Purified SirT5, succinyl-peptide AMC, trypsin-coupled fluorescence; in the data active = inhibition above about 15%; inconclusive = no clear call, values can overlap the other calls
# Target sequence (Q9NXA8 whole entry, looked up): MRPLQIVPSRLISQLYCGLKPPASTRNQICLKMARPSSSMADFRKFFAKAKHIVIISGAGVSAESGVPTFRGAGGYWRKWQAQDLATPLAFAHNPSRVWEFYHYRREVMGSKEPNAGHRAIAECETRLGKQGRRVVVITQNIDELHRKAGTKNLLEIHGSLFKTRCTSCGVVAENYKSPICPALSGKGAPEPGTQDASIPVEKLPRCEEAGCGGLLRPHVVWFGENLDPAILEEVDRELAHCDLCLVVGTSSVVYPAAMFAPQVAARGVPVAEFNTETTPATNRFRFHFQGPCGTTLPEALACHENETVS
# DENV2 CPE rescue: protects cells from dengue virus 2 cytopathic effect; CPE inhibition, % at 9.99 µM; DENV2-infected cells, cytopathic effect rescue, plate reader; 350,000 compounds, 1.7% hits; in the data active = CPE inhibition above about 20%, passing the limit was not always enough; inconclusive = no clear call, values can overlap the other calls; tested in BHK-21 cells;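 also: 0% = median of neutral control wells and 100% = median of positive control wells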
# CASP6 VEID inh: inhibitors of human caspase-6; inhibition, % at 12.5 µM; 350,000 compounds, 0.53% hits; purified caspase-6, Z-VEID-R110 cleavage fluorescence;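 active = mean inhibition across replicates at least about 35%, with every replicate also reaching that limit, limit read from the data; inconclusive = only one of the two criteria met; inactive = neither criterion met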;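 also: 0% = median of neutral control wells and 100% = no fluorescence left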
# Target sequence (P55212 24-179 limits assumed): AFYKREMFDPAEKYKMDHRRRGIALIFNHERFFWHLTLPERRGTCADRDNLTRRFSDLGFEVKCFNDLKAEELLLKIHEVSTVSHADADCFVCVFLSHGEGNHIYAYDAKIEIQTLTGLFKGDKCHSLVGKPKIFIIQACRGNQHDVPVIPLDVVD
# Target sequence (P55212 194-293 limits assumed): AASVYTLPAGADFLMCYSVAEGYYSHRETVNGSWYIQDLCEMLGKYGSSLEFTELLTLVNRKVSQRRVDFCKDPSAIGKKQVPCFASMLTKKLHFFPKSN
# miR-122 sensor: miR-122 inhibition in Huh7 cells; 340,000 compounds, 0.3% hits; Huh7 miR-122 Renilla luciferase sensor, 48 h; neutral wells = 0, positive control = 100; activation (reporter increase), % at 12.5 µM;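 active = mean replicate activation score at least 90 and every replicate individually at or above 90; inconclusive = only one of the two criteria met; inactive = neither criterion met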;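 also: higher luciferase means less miR-122 activity so hits act as miR-122 inhibitors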
# ERp5 block: inhibitors of human ERp5; 350,000 compounds, 0.05% hits; ERp5 insulin aggregation, absorbance 650 nm, 90 min; AID 651711; inhibition, % at 9.99 µM;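 active = mean replicate inhibition above about 25%, with every replicate also reaching it, limit read from the data, passing the limit was not always enough; inconclusive = only one of those two criteria met; inactive = neither criterion met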
# Target sequence (Q15084 whole entry, looked up): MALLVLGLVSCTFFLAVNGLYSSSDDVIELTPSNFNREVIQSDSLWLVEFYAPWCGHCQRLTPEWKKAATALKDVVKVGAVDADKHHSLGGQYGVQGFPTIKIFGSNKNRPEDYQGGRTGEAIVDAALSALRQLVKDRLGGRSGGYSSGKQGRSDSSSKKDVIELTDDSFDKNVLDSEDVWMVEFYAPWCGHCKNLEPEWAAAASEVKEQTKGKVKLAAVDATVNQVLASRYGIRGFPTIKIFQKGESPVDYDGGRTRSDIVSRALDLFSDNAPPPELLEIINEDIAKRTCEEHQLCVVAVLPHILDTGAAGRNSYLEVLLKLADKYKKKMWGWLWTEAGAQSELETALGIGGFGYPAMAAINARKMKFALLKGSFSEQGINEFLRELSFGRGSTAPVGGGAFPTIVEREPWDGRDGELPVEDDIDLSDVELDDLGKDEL
# ERAP1 inh: ERAP1 (human) enzyme inhibition. Q9NZ08. recombinant ERAP1, Leu-AMC fluorescence, 60 min. inhibition, % at 10.7 µM. 340,000 compounds, 0.15% hits;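 active = mean replicate inhibition of at least 30%, or all replicates individually reaching that 30% level; inactive = mean below 30% and not every replicate reaching it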;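 also: 0% = neutral control wells and 100% = L-leucinethiol positive control wells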
# * marks the source's active call; other numbers are inactive results; ? = inconclusive; . = no result given; [ ] = remark or other dose.
1	Cn1c(=O)c2c(nc(CCc3ccccc3)n2C)n(C)c1=O
2	COC(=O)N/N=C/c1cn(Cc2c(Cl)cccc2Cl)c2ccccc12
3	CO[C@@H]1CN(C)C(=O)c2cc(NS(C)(=O)=O)ccc2OC[C@H](C)N(CCC(F)(F)F)C[C@@H]1C
4	C/C(=N\NC(=O)C(=O)Nc1c(C)n(C)n(-c2ccccc2)c1=O)c1ccncc1
5	CCOc1nc(Nc2ccc(OC)cc2OC)nc(OCC)n1
6	Cc1ccc2c(c1)CO[C@@]21O[C@H](CCO)C[C@H](O)[C@H]1O
7	O=C(C[C@H]1CC[C@H](NC(=O)Nc2ccccc2)[C@@H](CO)O1)NCc1cccc(F)c1
8	COc1ccc2c(c1OC)C(=O)N1N=C(c3ccc(-c4ccccc4)cc3)CC21 (stereo not drawn)

Screen / compound no.,1,2,3,4,5,6,7,8
F508del corr,3.4,-3.1,-2.6,-0.6,0.3,-3.3,-2.1,1.0
SIRT5 inh,.,-3,3,0,0,23*,-5,-1
DENV2 CPE rescue,-1,.,-4,-1,-10,14,4,-1
CASP6 VEID inh,-1,-1,.,1,0,0,0,1
miR-122 sensor,.,9,0[16.7 µM],.,1,-7,.,.
ERp5 block,-4,1,-3,0,0,0,-2,9
ERAP1 inh,1,0,1,0,-1,7,-8,-2

# Sorted by heavy-atom count (highest first): some entries from above.
7	O=C(C[C@H]1CC[C@H](NC(=O)Nc2ccccc2)[C@@H](CO)O1)NCc1cccc(F)c1
4	C/C(=N\NC(=O)C(=O)Nc1c(C)n(C)n(-c2ccccc2)c1=O)c1ccncc1
1	Cn1c(=O)c2c(nc(CCc3ccccc3)n2C)n(C)c1=O

Screen / compound no.,7,4,1
F508del corr,-2.1,-0.6,3.4
SIRT5 inh,-5,0,.
DENV2 CPE rescue,4,-1,-1
CASP6 VEID inh,0,1,-1
miR-122 sensor,.,.,.
ERp5 block,-2,0,-4
ERAP1 inh,-8,0,1

# The list goes on.
9	CCC(C(=O)Nc1c2c(nn1C(C)(C)C)CS(=O)(=O)C2)c1ccccc1 (stereo not drawn)
10	Cc1ccc(S(=O)(=O)N2CCC(C(=O)N[C@@H](C)C(=O)NCCc3ccccc3)CC2)cc1
11	CCOCCOc1nc2c(c(=O)n(C)c(=O)n2C)n1Cc1ccc(C)cc1
12	CNC(=O)COC(=O)CCC(=O)c1cccs1
13	COc1cc(OC)c(OC)cc1CNc1cc(C)ccc1OC
14	CCCCCCCCN1N=N[C@H]2[C@H]1[C@@H]1C[C@H]2N(C(=O)OC(C)(C)C)O1
15	COCCNC(=S)NC1CC2CCCC(C1)N2Cc1cccs1 (stereo not drawn)
16	O=C(NCCN1CCC(n2c(=O)[nH]c3ccccc32)CC1)c1ccc(F)cc1Cl

Screen / compound no.,9,10,11,12,13,14,15,16
F508del corr,-1.7,.,-2.9,-1.1,0.6,0.5,-0.8,-0.6
SIRT5 inh,-1,-5,.,-1,-8,0,-4,1
DENV2 CPE rescue,1,.,-5,6,-1,-4,8,-11
CASP6 VEID inh,4,1,-1,-2,-1,-1,-14,-2
miR-122 sensor,-4,-2,3,.,.,-1,2,.
ERp5 block,-14,1,4,-1,?,2,1,2
ERAP1 inh,-1,-3,.,0,-1,.,1,-8

# Shown as a hit in SIRT5 inh, among the entries above:
6	Cc1ccc2c(c1)CO[C@@]21O[C@H](CCO)C[C@H](O)[C@H]1O

Screen / compound no.,6
F508del corr,-3.3
SIRT5 inh,23*
DENV2 CPE rescue,14
CASP6 VEID inh,0
miR-122 sensor,-7
ERp5 block,0
ERAP1 inh,7

# (listing goes on)
17	[O-]/C(=C(\C(=S)Nc1cccc2ccccc12)[n+]1ccccc1)c1ccc(OC(F)F)cc1
18	O=C(Cc1ccc(NC(=O)C2CCCN(C(=O)C3CC3)C2)cc1)Nc1cccc(C(=O)N2CCCC2)c1 (stereo not drawn)
19	Cc1ccc(Nc2ncnc3c2cnn3C)c(C)c1
20	O=C(/C=C/[C@H]1O[C@@H](n2cnc3c(NC(=O)c4ccccc4)ncnc32)[C@H](O)[C@@H]1O)N[C@@H](CO)Cc1c[nH]c2ccccc12
21	CC1CC(C)(C)CC2(C1)NC(=O)N(CC(=O)N1CCN(S(=O)(=O)c3ccc(F)c(F)c3F)CC1)C2=O (stereo not drawn)
22	C[C@H](NC(=O)C[C@@H]1C[C@@H]2c3cc(NC(=O)CC4CC4)ccc3O[C@@H]2[C@@H](CO)O1)c1ccccc1
23	CCN(CC)CCCNC(=O)/C=C/C(=O)O
24	O=C1C=CCCN1C(=O)/C=C/c1cccc(C(F)(F)F)c1

Screen / compound no.,17,18,19,20,21,22,23,24
F508del corr,-2.1,-1.9,-6.5,-4.5,0.5,0.4,2.5,7.9
SIRT5 inh,-1,-3,7,-1,-1,-5,-6,0
DENV2 CPE rescue,-2,62*,-6,2,12,3,?,5
CASP6 VEID inh,7,6,-2,1,4,5,-99,3
miR-122 sensor,.,2,-2,3,32,5[16.7 µM],.,.
ERp5 block,3,4,22,-1,-4,0,2,-2
ERAP1 inh,1,8,-2,4,2,-1,.,3

25	CCN(Cc1ccccc1)C(=O)COC(=O)c1cc(S(=O)(=O)Nc2c(C)n(C)n(-c3ccccc3)c2=O)ccc1C
26	C#CCOCCOCCOCCNc1nc(N2CCN(C(=O)[C@H](CCC(=O)O)n3cc([C@@H](N)[C@H](C)CC)nn3)CC2)nc(N2CCN(C(=O)[C@H](CCC(=O)O)n3cc([C@@H](N)CCSC)nn3)CC2)n1
27	CC(C)Cc1ccc(CN2CCCC(NC(=O)CCN3CCOCC3)C2)cc1 (stereo not drawn)
28	Cc1cccc(N2C(=O)CS/C2=N\NC(=O)c2cccnc2)c1C
29	NC(=O)N/N=C/c1ccc(-c2ccc(S(=O)(=O)Nc3ncccn3)cc2)o1
30	C[C@@H]1CCCCO[C@H](CN(C)C(=O)Cc2ccccc2)[C@H](C)CN([C@H](C)CO)C(=O)c2cc(NS(C)(=O)=O)ccc2O1
31	COc1ccc(-c2nnn(CC(=O)NCCc3ccc(OC)c(OC)c3)n2)cc1
32	Cc1noc(C)c1NC(=O)Nc1ccc2c(c1)CC(=O)N([C@@H](C)CO)C[C@@H](C)[C@@H](CN(C)Cc1ccc(C(F)(F)F)cc1)O2

Screen / compound no.,25,26,27,28,29,30,31,32
F508del corr,-2.6,-4.3,-1.4,3.9,-0.4,3.2,1.3,5.3
SIRT5 inh,2,1,-2,-1,9,0,-3,-3
DENV2 CPE rescue,-1,1,-8,-2,-4,16,15,-9
CASP6 VEID inh,6,-1,-14,1,1,-1,-2,0
miR-122 sensor,-5,.,0,.,-7,-5[16.7 µM],.,1[16.7 µM]
ERp5 block,1,-7,-2,2,1,-7,4,-1
ERAP1 inh,2,-4,1,3,-6,-4,-3,-2

# Looked up above.
# miR-122 sensor with compound 2 stands at 9
# CASP6 VEID inh with compound 28 stands at 1

# (cont.)
33	CC(C)c1cn(CC[C@H]2CC[C@@H](NS(=O)(=O)c3ccccc3)[C@@H](CO)O2)nn1
34	CC(=O)OC[C@]12CC[C@H]3[C@@](C)(CC[C@H]4C(C)(C)CCC[C@]34C)[C@@H]1CC(C1=CC(=O)OC1O)O2 (stereo partly drawn)
35	CCOC(=O)C1(Cc2cccc(OC)c2)CCN(Cc2cccc(OC)c2OC)CC1
36	CN(C(=O)c1cc2ccccc2oc1=O)C1(C)CCS(=O)(=O)C1 (stereo not drawn)
37	COc1ccc(NC(=O)N(C)C[C@H]2OCCCC[C@H](C)Oc3ccc(NC(=O)Cc4ccccc4)cc3C(=O)N([C@H](C)CO)C[C@@H]2C)cc1
38	COCc1ccc(C(=O)N(C)CC2CCCN(CCc3ccccc3F)C2)o1 (stereo not drawn)
39	Cc1cc2c(o1)CC(C)(C)CC2=O
40	Cc1ccc(C(CNC(=O)Nc2ccc(Cl)cc2)N2CCN(C)CC2)cc1 (stereo not drawn)

Screen / compound no.,33,34,35,36,37,38,39,40
F508del corr,0.1,-4.2,0.6,-2.4,-0.7,0.4,-0.9,-5.2
SIRT5 inh,0,.,7,3,-3,-6,0,-6
DENV2 CPE rescue,0,-5,-5,-11,-4,0,2,0
CASP6 VEID inh,1,21,0,1,-1,-2,-4,-8
miR-122 sensor,.,-24,.,3,3[16.7 µM],3,.,-2
ERp5 block,-9,0,3,-1,2,1,-3,5
ERAP1 inh,-2,3,-2,-1,0,-2,-4,-2

41	CC(=O)NC1C(=O)N=C(SCC(=O)Nc2sc3c(c2C#N)CCCCCC3)NC1=O (stereo not drawn)
42	Cc1nn(C)c(C(=O)Nc2c(C)nn(Cc3c(F)c(F)c(F)c(F)c3F)c2C)c1Br
43	COc1ccc(-c2ccc([C@H]3[C@@H](CO)N4C(=O)CN(Cc5ccc(C)cc5)C[C@@H]34)cc2)cc1
44	CC1(c2ccc([N+](=O)[O-])cc2)NC(=O)N(CC(=O)c2ccc3c(c2)OCO3)C1=O (stereo not drawn)
45	Cc1ccc(C)c(NC(=O)CN(C)C(=O)c2cccc(N3C(=O)CCC3=O)c2)c1
46	COc1ccc(C(C)(NC(C)=O)c2nc(-c3cccc(F)c3)cs2)cc1 (stereo not drawn)
47	CCOC(=O)c1sc(-c2cccs2)nc1C
48	CC(C(=O)NCCSCc1cccc(Cl)c1)N(c1ccccc1)S(C)(=O)=O (stereo not drawn)

Screen / compound no.,41,42,43,44,45,46,47,48
F508del corr,0.4,-1.3,1.5,-1.8,3.9,-0.7,-0.5,2.4
SIRT5 inh,4,-8,2,-4,-6,.,4,-2
DENV2 CPE rescue,4,0,2,6,6,29*,0,2
CASP6 VEID inh,3,2,-1,-4,5,4,1,2
miR-122 sensor,.,.,.,.,-2,0,.,1
ERp5 block,-3,3,5,2,-7,-1,3,-2
ERAP1 inh,3,-2,0,1,10,-1,0,2

# Compounds above containing a Cl atom, in the order listed:
2	COC(=O)N/N=C/c1cn(Cc2c(Cl)cccc2Cl)c2ccccc12
16	O=C(NCCN1CCC(n2c(=O)[nH]c3ccccc32)CC1)c1ccc(F)cc1Cl
40	Cc1ccc(C(CNC(=O)Nc2ccc(Cl)cc2)N2CCN(C)CC2)cc1 (stereo not drawn)
48	CC(C(=O)NCCSCc1cccc(Cl)c1)N(c1ccccc1)S(C)(=O)=O (stereo not drawn)

Screen / compound no.,2,16,40,48
F508del corr,-3.1,-0.6,-5.2,2.4
SIRT5 inh,-3,1,-6,-2
DENV2 CPE rescue,.,-11,0,2
CASP6 VEID inh,-1,-2,-8,2
miR-122 sensor,9,.,-2,1
ERp5 block,1,2,5,-2
ERAP1 inh,0,-8,-2,2

# Next structures:
49	CN1[C@H](C(=O)NC2Cc3ccccc3C2)[C@@H](CO)[C@@H]2Cn3c(ccc(-c4cncnc4)c3=O)[C@@H]21
50	COC(=O)C[C@H]1CC[C@H]2[C@@H](COC[C@H](O)CN2S(=O)(=O)c2cn(C)cn2)O1
51	CCc1csc(N2[C@@H](C#N)[C@@H](c3ccc(-c4ccc(F)cc4)cc3)[C@@H]2CO)n1
52	Cc1ccc(-c2ccc([C@@H]3[C@H](CO)N4CCCCN(S(=O)(=O)c5ccccc5C)C[C@@H]34)cc2)cc1
53	CN(C)S(=O)(=O)c1cccc(NC(=S)N/N=C/c2ccco2)c1

Screen / compound no.,49,50,51,52,53
F508del corr,.,-1.2,-2.8,0.8,-10
SIRT5 inh,5,-14,7,13,3
DENV2 CPE rescue,1,2,-10,-32,-4
CASP6 VEID inh,2,-5,1,-2,5
miR-122 sensor,.,3[16.7 µM],.,-26[16.7 µM],5
ERp5 block,1,-3,12,-2,4
ERAP1 inh,2,1,0,-2,0
